# Bioassay records: PubChem BioAssay, several laboratories
# DAGLB inh: blocks human DAGLB lipase activity; HEK293T DAGLB membrane lysate, EnzChek fluorogenic substrate; inhibition, % at 5.17 µM; 340,000 compounds, 0.059% hits; AID 504411; in the data active = inhibition above about 34%;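 note: 0% = enzyme with vehicle and 100% = wells lacking enzyme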
# Target sequence (Q8NCG7 whole entry, looked up): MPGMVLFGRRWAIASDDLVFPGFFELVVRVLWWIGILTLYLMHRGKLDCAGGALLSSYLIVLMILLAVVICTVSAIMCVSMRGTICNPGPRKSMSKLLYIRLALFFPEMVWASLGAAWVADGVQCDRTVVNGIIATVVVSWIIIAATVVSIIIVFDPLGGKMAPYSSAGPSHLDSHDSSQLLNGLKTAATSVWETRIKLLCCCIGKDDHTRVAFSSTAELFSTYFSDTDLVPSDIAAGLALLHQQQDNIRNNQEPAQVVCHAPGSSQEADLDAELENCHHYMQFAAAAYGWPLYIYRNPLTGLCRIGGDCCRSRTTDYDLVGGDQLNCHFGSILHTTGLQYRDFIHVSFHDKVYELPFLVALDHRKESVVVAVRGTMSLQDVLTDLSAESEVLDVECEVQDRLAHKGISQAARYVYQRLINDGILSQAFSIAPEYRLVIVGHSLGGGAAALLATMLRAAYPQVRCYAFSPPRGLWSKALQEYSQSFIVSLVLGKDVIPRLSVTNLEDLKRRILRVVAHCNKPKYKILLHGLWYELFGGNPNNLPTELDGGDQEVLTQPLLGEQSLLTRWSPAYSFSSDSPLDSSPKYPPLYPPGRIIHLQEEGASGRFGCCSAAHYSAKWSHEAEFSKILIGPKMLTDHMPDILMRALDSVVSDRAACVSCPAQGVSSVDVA
# Arr AP2 block: inhibitors of human beta-arrestin and AP2 interaction. FITC-arrestin peptide / GST-AP2 beads, flow cytometry; AP2 beta2 appendage carries R879A mutation. inhibition, % at 10 µM. 340,000 compounds, 0.31% hits. AID 504490;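 active = inhibition above a set limit, near 3 SD of compounds lacking own fluorescence, cut at about 54% in these data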;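 note: plate controls were DMSO wells for no effect and 5 µM unlabelled arrestin peptide for full effect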
#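 test system = AP2 appendage R879A on GSH beads | buffer or medium = PBS plus Tween 20 (0.05%) and BSA (0.1%) | incubation = 12 min plus 1 h, RT | detection = bead flow cytometry, FITC channel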
# OPRM1-OPRD1 inv: mu-delta opioid heterodimer inverse agonism; P35372+P41143; cell-based MOR-DOR heterodimer luminescence; inhibition, % at 9.3 µM; 340,000 compounds, 0.21% hits; AID 504357; in the data active = inhibition above about 22%, passing the limit was not always enough;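 note: 0% = cells with DMSO and 100% = wells without cells with DMSO; values of inactives mirror those of a sister screen read the other way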
# V-ATPase pH: yeast V-ATPase proton transport regulation by pHLuorin. 350,000 compounds, 0.37% hits. AID 504577. S. cerevisiae, pHLuorin cytosolic pH fluorescence. response, % at 10 µM; in the data active = response mostly above about 7.3%, no sharp cut-off; inactive = mostly below about 5.4%; note: actives read high; inactives centre near 0; some compounds called inactive have numbers as strong as hits; reference of the scale not given here
# HTR5A ag: activates human HTR5A in OPRM1-OPRD1 agonist counter-screen; HTR5A agonist assay, luminescence, cell-based; activation, % at 9.3 µM; 340,000 compounds, 0.61% hits; AID 504692; in the data active = activation mostly above about 9.5%, no sharp cut-off; inactive = mostly below about 7.6%;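 note: 0% = cells with vehicle only and 100% = reference agonist; strong numbers were not always called active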
# Target sequence (P47898 whole entry, looked up): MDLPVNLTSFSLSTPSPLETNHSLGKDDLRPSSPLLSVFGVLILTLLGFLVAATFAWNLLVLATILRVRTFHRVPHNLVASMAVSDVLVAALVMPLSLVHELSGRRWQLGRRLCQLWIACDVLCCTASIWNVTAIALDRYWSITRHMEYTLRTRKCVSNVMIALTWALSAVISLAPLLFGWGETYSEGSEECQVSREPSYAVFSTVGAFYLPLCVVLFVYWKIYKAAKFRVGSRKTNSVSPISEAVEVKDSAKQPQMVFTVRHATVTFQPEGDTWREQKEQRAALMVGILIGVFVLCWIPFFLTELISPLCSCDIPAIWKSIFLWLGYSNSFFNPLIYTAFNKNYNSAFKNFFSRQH
# DSG3 Ab inh: blocks pemphigus antibody binding to human desmoglein-3; P32926; DSG3-coupled beads, scFv-anti-DSG3-GFP binding, flow cytometry; stronger effect = lower value; binding (percent of control), % at 10 µM; 310,000 compounds, 0.48% hits; AID 588358;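 active = binding more than 3 SD below its plate's average and above zero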; note: some compounds called inactive have numbers as strong as hits
# PKA-R1A activ: activators of PKA-R1A complex; activation, % at 11.4 µM; P00514+P68181; 340,000 compounds, 0.083% hits; PKA-R1A dissociation, Cy5-IP20 fluorescence polarization; scaled: DMSO 0%, 113 µM cGMP 100%;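 active = percent activation above the mean of all tested compounds plus 3 SD, cut at about 19% in these data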;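 note: higher means more PKAc released from R1A so a rise in polarization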
# MOR-DOR ag: agonists of human mu-delta opioid receptor heterodimerization | P35372+P41143 | cells, OPRM1-OPRD1 heterodimerization, luminescence | activation, % at 9.3 µM | 340,000 compounds, 0.3% hits; in the data active = activation above about 18%;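 note: 0% = vehicle-treated cells and 100% = reference agonist; values of inactives mirror those of a sister screen read the other way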
# PKA-R2B activ: activators of human PKA-R2B complex; P22694+P31323; PKA-R2B holoenzyme dissociation, Cy5-IP20 fluorescence polarization; R2B truncated from residue 108, S112A mutant; 0% DMSO only, 100% 113 µM cGMP; activation, % at 11.4 µM; 340,000 compounds, 0.079% hits; AID 504700;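 active = activation above a cutoff set at the mean over all compounds plus 3 SD, cut at about 18% in these data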;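 note: higher means more holoenzyme dissociation and a rise in polarization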
# HTR5A inv ag: inverse agonist of human HTR5A in OPRM1-OPRD1 counter-screen; P47898; HTR5A cell line, luminescence, inverse agonism; inhibition, % at 9.3 µM; 340,000 compounds, 0.083% hits; in the data active = inhibition mostly above about 23%, no sharp cut-off; inactive = mostly below about 18%;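 note: 0% = cells with DMSO and 100% = no-cell wells with DMSO; some compounds called inactive have numbers as strong as hits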
# * hit, by the source's call; / = no result given.
# Values run as follows: DAGLB inh	Arr AP2 block	OPRM1-OPRD1 inv	V-ATPase pH	HTR5A ag	DSG3 Ab inh	PKA-R1A activ	MOR-DOR ag	PKA-R2B activ	HTR5A inv ag
> CN(Cc1n[nH]c(=S)n1C)S(=O)(=O)c1ccccc1
→ 1.1	0.2	7.6	1.2	-1.4	106.5	8.5	-1.3	4.9	3.6
> Cc1cnc(C(=O)OCC(=O)C23CC4CC(CC(C4)C2)C3)cn1
→ -0.9	-5.9	10.5	-1.8	1.6	115.7	-7.8	-3.2	-7.1	-13.0
> COc1ccc(CS(=O)(=O)c2nc(C)cc(C)c2S(C)(=O)=O)cc1
→ 1.3	-9.9	15.1	3.0	-2.5	99.3	3.9	-2.9	1.4	6.5
> Cc1ccc(NC(=O)Cn2cnc3ccccc32)cc1C
→ 1.2	15.6	/	2.4	/	92.4	3.8	/	6.0	/
> CCC(C)[C@H](NC(=O)NCC1CCCO1)C(=O)OC (some centres not stated)
→ 0.9	4.5	8.3	5.5	-2.4	98.8	-1.5	-1.5	1.9	-34.3
> COc1ccc(/C(C)=N/Nc2cccc(C(=O)O)c2)cc1OC
→ 1.3	13.9	11.7	-0.7	0.2	101.6	5.7	-2.3	1.8	-0.6
> CCOc1ccc(S(=O)(=O)NC(C)C(=O)NCc2ccc3c(c2)OCO3)cc1 (configuration not stated)
→ 1.2	0.4	-0.4	1.0	-1.4	89.9	-3.1	0.1	-6.8	3.7
> O=C(CCC1CCCC1)c1c(O)c2ccccc2oc1=O
→ 2.3	-1.8	3.1	-4.3	6.0	100.2	-2.0	-0.6	6.1	-37.9
> CCCCNC(=S)N=Nc1c(O)[nH]c2ccccc12
→ -1.5	4.2	-0.8	-2.4	-8.4	102.9	-9.3	0.2	-3.7	-13.8
> COC(=O)c1ccccc1NC(=O)Cn1nnc(-c2ccc(OC)cc2)n1
→ -4.1	9.6	0.9	2.4	5.3	95.8	-0.9	-0.2	7.1	0.8
> CCOc1ccc(NC(=O)N2CCC(C(=O)c3ccc(F)cc3)CC2)cc1
→ -4.3	17.3	5.6	0.6	1.2	100.1	0.0	-1.1	-5.6	4.7
> NNC(=O)c1sccc1OCc1ccc(Cl)cc1Cl
→ -3.4	-11.0	6.0	1.2	-1.0	102.5	2.1	-1.1	-11.3	2.6
> COc1ccc(-c2noc(-c3ccc(C)cc3)n2)cc1
→ -24.0	3.4	10.6	1.8	-1.5	107.9	-3.9	-1.9	6.7	0.6
> COc1ccc(S(=O)(=O)N2CCCCCC2)cc1NC(=O)c1ccccc1
→ -4.9	5.5	2.2	0.4	1.3	114.7	-8.1	-0.6	-3.6	-3.4
> NC(=O)c1ccnc2c(O)cccc12
→ -1.2	3.6	15.2	-1.1	-5.4	129.6	-12.5	-2.8	-3.0	3.4
> CC(C)CC(C(=O)O)N(Cc1ccccc1)Cc1ccccc1 (configuration not stated)
→ 4.4	2.0	11.8	-4.9	-5.6	103.3	1.0	-2.9	-7.6	13.4
> O=C(NC1=NCCS1)c1cc(-c2ccc(F)cc2)nc2ccccc12
→ -0.3	-9.5	-10.8	0.8	-1.4	/	-1.9	2.1	-1.8	22.6
> CCN1CCN(C(=O)/C=C/c2ccccc2[N+](=O)[O-])CC1
→ -0.5	11.5	3.4	-1.3	7.5	105.0	2.2	-0.5	11.3	-21.1
> Cc1cc(Cl)c2oc(C(=O)NCC(C)(C)N3CCOCC3)c(C)c2c1
→ -3.1	0.6	3.7	-1.1	-4.0	97.3	5.9	-0.7	1.8	17.5
> COc1ccc(-c2nc3c(c(SCC(=O)N4CCOCC4)n2)Cc2c(CO)cnc(C)c2O3)cc1
→ 1.6	4.0	-24.6	-3.9	-0.5	95.6	-1.1	4.6	6.6	2.0
> CCOCCCn1c(SCC(=O)Nc2oc(C)c3c(C)n[nH]c(=O)c23)nc2ccccc2c1=O
→ 0.5	-0.7	-2.8	4.0	2.6	109.4	-10.9	0.4	-19.0	-5.4
> Cc1c(NC(=O)Cn2[nH]c(=O)c3ccccc3c2=O)c(=O)n(-c2ccccc2)n1C
→ -1.0	-1.3	15.1	0.3	-1.9	99.2	1.2	-3.4	9.8	22.6
> CC(Oc1ccc(Cl)cc1Cl)C(=O)NC(Cc1ccccc1)C(=O)O (configuration not stated)
→ 4.4	-5.3	2.2	0.6	0.4	95.6	8.6	-0.4	4.3	-1.4
> CCCCc1ccc(NC(=O)NCc2cccnc2)cc1
→ -0.6	-2.6	8.8	-1.8	3.8	113.9	-5.0	-1.6	-3.8	14.9
> Cn1c(SCC(=O)Nc2nccs2)nnc1-c1ccco1
→ -0.6	-0.8	3.4	-3.6	1.3	103.1	-20.3	-0.8	9.5	-3.2
> COc1ccc(S(=O)(=O)NCCC(C)C)cc1C
→ -5.4	9.3	10.3	-1.8	0.8	102.2	-4.8	-1.9	-5.8	10.9
> CCSc1nnc(SCC(=O)c2c(N)n(C)c(=O)n(C)c2=O)s1
→ -0.6	33.0	0.4	2.4	6.0	99.7	-2.8	-0.1	-10.1	-9.3
> FC(F)(F)c1cnc(NNC(=S)Nc2ccc(Cl)cc2)c(Cl)c1
→ -10.0	-2.8	48.8*	-1.7	-9.6	96.5	-12.0	-9.6	-1.8	48.7*
> CC1C(=O)NN=C1C(=O)N/N=C\c1ccc(O)cc1O (configuration not stated)
→ -0.9	10.5	-1.4	-0.6	1.8	118.9	-9.5	0.2	-8.1	-1.0
> O=C(CC1SC(=Nc2ccc(OC(F)F)cc2)N(CCN2CCOCC2)C1=O)Nc1ccc(F)cc1F (configuration not stated)
→ -1.1	15.9	3.0	-1.4	0.7	93.7	-5.0	-0.6	-9.0	6.3
> O=C(COC(=O)CCS(=O)(=O)c1ccccc1)Nc1ccccc1
→ -0.9	6.0	12.4	-3.0	1.5	98.5	-7.8	-2.4	4.8	-5.4
> Cc1ccc(-c2nc3ccccc3[nH]2)cn1
→ 2.0	-21.1	-4.7	-1.4	4.7	100.3	5.2	0.8	-5.6	-54.4
> CCOC(=O)C1=C(c2ccccc2)NC(=O)NC1c1cc(Cl)c(O)c(OC)c1 (configuration not stated)
→ -0.3	-17.2	11.2	0.2	2.6	105.7	-1.6	-2.4	-5.2	10.4
> CCCN=C1N(CC)C[C@@H]2[C@@H]3C(=O)N(Cc4ccccc4)C(=O)[C@@H]3[C@](C)(C(=O)OC)N12
→ -1.8	23.9	2.4	-1.2	-0.2	107.3	5.5	-0.5	6.3	0.9
> CCCCC(CC(O)COCCC)C(=O)NN (configuration not stated)
→ 0.4	4.2	0.2	-2.9	-1.3	87.3	1.8	0.0	-13.1	-14.1
> Cc1cccc2nc3ccccc3nc12
→ 1.0	-0.8	14.6	-1.2	0.0	103.0	-3.1	-2.9	-1.1	0.0
> COc1ccc(-c2nc3c(s2)CN(S(C)(=O)=O)CC3)cc1OC
→ -0.8	11.9	2.8	-0.3	2.0	82.5	12.7	-0.6	14.9	-7.3
> c1ccc(Nc2scc(-c3ccccc3)[n+]2Cc2ccco2)cc1
→ -3.7	4.1	-24.4	9.9	0.6	105.0	2.7	4.8	-2.3	-40.8
> COc1ccc(CC(=O)Nc2nc(-c3ccc(OC)c(OC)c3)cs2)cc1OC
→ -2.3	5.3	-11.8	0.9	3.4	/	-2.4	1.9	0.4	-3.2
> O=C1c2ccccc2C(=O)N1CCCCCCc1ccccc1
→ -13.5	-9.4	6.3	-2.5	-0.4	105.6	-5.9	-1.1	5.0	-12.4
> CCCOc1ccc(C(=O)c2ccccc2C(=O)O)cc1OCCC
→ 1.7	10.4	-9.5	-6.7	4.4	86.5	-1.3	1.8	-0.5	-11.1
> CCOc1ccc(NC(=O)CN(C)C(=O)c2cn3ccccc3n2)cc1OCC
→ 2.1	-9.0	7.8	2.6	-6.2	96.8	2.8	-1.4	-3.3	-4.2
> C=CCn1cnc2c(nnn2-c2ccc(C)c(C)c2)c1=O
→ -15.7	-0.9	15.1	-4.0	-3.6	99.4	-13.4	-3.2	1.9	9.4
> COc1ccc(C(=O)COC(=O)c2ccccn2)cc1OC
→ 1.8	56.4*	10.1	0.2	7.5	115.7	0.5	-2.5	-1.4	-20.8
> CSc1ccc(S(=O)(=O)NCC(=O)OCCOc2ccccc2)cc1[N+](=O)[O-]
→ 0.0	-8.0	-20.4	-0.6	1.6	100.6	-4.2	3.1	-17.8	11.1
> O=C1CCC(=O)N1CCC(c1ccc(F)cc1)c1ccco1 (configuration not stated)
→ 0.7	30.6	14.5	-1.1	0.4	98.7	-3.0	-2.8	4.5	2.7
> O=C(O)C1CCCN1C(=O)C1CCN(S(=O)(=O)c2cccc(C(F)(F)F)c2)CC1 (configuration not stated)
→ 0.0	6.5	3.4	3.3	6.8	100.4	-11.5	-0.5	-1.6	-7.2
> Cc1ccc(/C=C2\Oc3c(ccc(O)c3CN3CCN(C)CC3)C2=O)cc1
→ 1.4	17.7	1.6	1.2	-2.0	87.2	-8.1	-0.2	-15.0	5.0
> C=CC[C@@H](CC(=O)NCCO)C(=O)N[C@H](C)COC(=O)[C@@H](CC=C)Cc1ccc(F)cc1
→ 1.4	-2.3	9.9	7.2	-1.3	113.7	2.5	-1.7	-2.2	-16.2
> O=C(Nc1ccc(S(=O)(=O)N2CCCCCC2)cc1)c1ccco1
→ 1.0	20.5	8.9	0.0	-0.8	97.8	7.2	-1.5	7.7	1.8

# An excerpt from above in order of their number in Arr AP2 block, ascending:
smiles	Arr AP2 block
C=CC[C@@H](CC(=O)NCCO)C(=O)N[C@H](C)COC(=O)[C@@H](CC=C)Cc1ccc(F)cc1	-2.3
C=CCn1cnc2c(nnn2-c2ccc(C)c(C)c2)c1=O	-0.9
Cc1ccc(/C=C2\Oc3c(ccc(O)c3CN3CCN(C)CC3)C2=O)cc1	17.7

# Next section.
# Values run as follows: DAGLB inh	Arr AP2 block	OPRM1-OPRD1 inv	V-ATPase pH	HTR5A ag	DSG3 Ab inh	PKA-R1A activ	MOR-DOR ag	PKA-R2B activ	HTR5A inv ag
> CC(C)(C)c1csc(NC(=O)Cn2cnc3ccccc3c2=O)n1
→ -6.5	15.3	17.2	-0.2	-5.1	99.2	-11.1	-3.4	-7.4	13.2
> Cc1nc2c(-c3ccc(F)cc3)cnn2c(N)c1-c1ccc(F)cc1
→ -4.4	-0.7	-15.1	-5.2	3.6	98.0	-8.1	3.2	-20.7	-13.5
> CCOC(=O)c1ccc2[nH]cc(C(C)=O)c(=O)c2c1
→ 1.1	6.9	-5.8	0.1	1.9	98.9	-1.2	1.1	6.4	4.7
> COc1cccc(C2C(C(=O)NCc3ccccc3)=C(C)Nc3ncnn32)c1 (configuration not stated)
→ -0.8	7.9	10.8	-1.6	1.0	93.9	0.7	-2.1	0.2	10.0
> CCCn1nc(NS(=O)(=O)c2ccc(F)cc2)c2cc3ccccc3nc21
→ 7.0	1.9	20.9	1.9	2.2	117.4	1.3	-4.0	-2.8	-2.5
> COc1ccc(/C(O)=C2/C(=O)C(=O)N(CCCN3CCOCC3)C2c2ccc(C)cc2)cc1 (configuration not stated)
→ 1.5	6.0	13.2	-4.8	-2.6	108.7	-4.9	-2.6	-0.2	7.2
> COc1ccc(CNC(=O)c2cc(-c3ccccc3OC)on2)cc1
→ -12.7	6.0	6.0	1.7	1.9	111.3	-3.2	-1.1	-1.9	-12.7
